Bioassay records: PubChem, The Scripps Research Institute Molecular Screening Center
TAAR1 antag = antagonists of human TAAR1; inhibition, % at 3 µM; 360,000 compounds, 1.5% hits; CHO RD-HGA16 TAAR1, Fluo-8 calcium fluorescence, antagonist;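 active = inhibition above a per-plate cutoff, the mean inhibition of test compounds on that plate plus 3 SD, cut at about 49% in these data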;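 note: 0% = DMSO plus EC80 beta-PEA response and 100% = DMSO alone without agonist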
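test system = CHO RD-HGA16 cells bearing hTAAR1 | replication = singlicate | controls = DMSO-only wells and EC80 β-PEA-stimulated wells | reagent = EC80 β-phenethylamine stimulus | read-out basis = percent inhibition of PEA-evoked calcium signal, max/basal emission ratio | schedule = seeding 17-24 h prior, 75-min 37 °C, 30-min RT dye loading | signal = kinetic Fluo-8 calcium fluorescence measurement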
CHO-K1 Ca antag = counter-screen for M1 antagonists: effect in parental CHO-K1 cells | inhibition, % at 3 µM | ATP-induced calcium, Fluo-8 fluorescence | AID 602250 | 360,000 compounds, 0.6% hits;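 active = inhibition above a per-plate cutoff, the plate's mean sample inhibition plus 3 SD, cut at about 24% in these data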;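 note: 0% = DMSO plus EC80 ATP and 100% = DMSO alone without ATP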
OXTR potentiate = potentiates the human oxytocin receptor response. CHO-OTR cells, Fluo-8 calcium fluorescence, potentiator mode; 0% = oxytocin EC15, 100% = EC100. 320,000 compounds, 0.061% hits. activation, % at 3 µM. P30559. AID 2445;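 active = activation above that plate's cutoff, the mean activation of tested compounds plus 3 SD, cut at about 6.6% in these data, passing the limit was not always enough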;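 note: 100% uses oxytocin at 75 nM as the full agonist control; some results filed as inactive read as strong as hits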
Target sequence (P30559 whole entry, looked up): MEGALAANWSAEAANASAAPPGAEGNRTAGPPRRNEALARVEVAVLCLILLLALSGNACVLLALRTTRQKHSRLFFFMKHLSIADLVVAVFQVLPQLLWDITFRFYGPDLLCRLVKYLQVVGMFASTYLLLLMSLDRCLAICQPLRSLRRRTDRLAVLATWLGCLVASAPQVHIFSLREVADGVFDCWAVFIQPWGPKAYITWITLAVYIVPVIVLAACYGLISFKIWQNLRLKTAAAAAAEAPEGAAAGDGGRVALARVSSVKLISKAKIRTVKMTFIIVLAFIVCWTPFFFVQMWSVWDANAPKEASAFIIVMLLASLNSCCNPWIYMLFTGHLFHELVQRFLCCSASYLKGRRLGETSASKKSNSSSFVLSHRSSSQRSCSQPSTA
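assay system = CHO-OTR cells, human receptor | schedule = compound 6 min at room temperature before oxytocin, 100 s read | detection = Fluo-8 intracellular calcium fluorescence, ex 470-495, em 515-575 nm | evaluation = normalized max/min fluorescence ratio, % activation | control set = EC15 oxytocin alone as 0%, 75 nM oxytocin (EC100) as 100%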
CHO parental Ca = counter-screen for OX1R antagonists: effect in parental CHO cells; parental CHO-K1, ATP-induced calcium, Fluo-8 fluorescence; inhibition, % at 5.6 µM; 330,000 compounds, 0.63% hits; AID 463079;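 active = inhibition above that plate's mean sample inhibition plus 3 SD, cut at about 26% in these data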;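 note: 0% = ATP-challenged DMSO wells and 100% = DMSO wells without ATP; some compounds past the cut are filed as inactive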
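Test system: parental CHO cells; detection: calcium-sensitive Fluo-8 fluorescence; evaluation: percent inhibition of calcium signal; also added: ATP as calcium-mobilizing challenge; repeats: one well per compound; control set: ATP-challenged DMSO wells low, unchallenged DMSO wells high; compound: single nominal dose of 5.6 µM per compound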
M1 ag parental = nonselective activator or artifact in parental CHO-K1 cells. activation, % at 3 µM. Fluo-8 calcium fluorescence; scaled to maximal ATP response, vehicle zero. 360,000 compounds, 0.48% hits; in the data active = activation above about 15%;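 note: untransfected CHO-K1 host cells lacking M1 receptor as counterscreen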
V1R ag counter = counter-screen for oxytocin receptor agonists: human V1a receptor agonists; AID 2797; CHO-V1R cells, Fluo-8 calcium fluorescence, agonist mode; 0% DMSO, 100% 3 nM vasopressin; 320,000 compounds, 0.25% hits; activation, % at 3 µM;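 active = activation above the mean activation of all tested compounds plus 3 SD, per screening run, cut at about 20% in these data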;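 note: signal is peak over basal fluorescence ratio across a 100 second FLIPR read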
M1 ag = agonists of human M1 muscarinic receptor | P11229 | CHO-K1 hM1, Fluo-8 calcium fluorescence, agonist mode; 0% DMSO, 100% acetylcholine EC100 | 360,000 compounds, 0.33% hits | activation, % at 3 µM;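 active = activation above the run's mean compound activation plus 3 SD, cut at about 16% in these data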;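 note: peak over basal fluorescence ratio within a 140 s kinetic read after compound addition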
Target sequence (P11229 whole entry, looked up): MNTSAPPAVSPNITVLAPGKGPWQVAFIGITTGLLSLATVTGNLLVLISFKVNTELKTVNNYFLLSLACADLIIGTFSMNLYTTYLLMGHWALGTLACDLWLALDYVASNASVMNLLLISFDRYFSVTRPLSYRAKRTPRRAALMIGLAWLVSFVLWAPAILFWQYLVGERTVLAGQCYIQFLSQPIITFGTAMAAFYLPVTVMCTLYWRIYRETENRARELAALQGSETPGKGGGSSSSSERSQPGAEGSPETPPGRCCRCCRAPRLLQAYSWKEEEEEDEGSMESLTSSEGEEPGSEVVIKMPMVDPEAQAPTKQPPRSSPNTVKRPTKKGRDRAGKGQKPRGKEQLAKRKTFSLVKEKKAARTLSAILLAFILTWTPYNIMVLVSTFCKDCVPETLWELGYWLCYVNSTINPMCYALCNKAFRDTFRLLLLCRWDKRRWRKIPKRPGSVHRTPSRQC
TAAR1 agonist = agonists of human TAAR1. CHO RD-HGA16 TAAR1, Fluo-8 calcium fluorescence; vehicle wells 0%, saturating PEA agonist 100%. activation, % at 3 µM. 360,000 compounds, 0.99% hits. AID 624467;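 active = activation above the mean activation of all test compounds in the run plus 3 SD, cut at about 38% in these data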
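Benchmarks: low control DMSO, high control PEA (EC100); System: CHO RD-HGA16 cells carrying human TAAR1 plus Gα16; Detection: Fluo-8 fluorescence, 5 s baseline then 140 s kinetic read; Schedule: 17-24 h plating, Fluo-8 75 min 37 °C, 30 min RT; Read-out basis: % activation from peak over basal fluorescence ratio, DMSO-to-PEA scaled.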
CHO-K1 Ca PAM = nonselective activator or artifact in parental CHO-K1 calcium assay; activation, % at 3 µM; 360,000 compounds, 0.02% hits; ATP EC20, Fluo-8 calcium fluorescence; 0% at ATP EC20, 100% at ATP max; AID 602247;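 active = activation above the run cutoff, the mean activation of all test compounds plus 3 SD, cut at about 40% in these data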;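 note: peak over basal fluorescence ratio in a 140 s read after ATP addition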
* = called active by the depositor; x = no result given. The order is random (roughly 3.3% active in at least one column).

SMILES	TAAR1 antag	CHO-K1 Ca antag	OXTR potentiate	CHO parental Ca	M1 ag parental	V1R ag counter	M1 ag	TAAR1 agonist	CHO-K1 Ca PAM
Cc1ccc[n+](C(C)C(=O)Nc2ccc([N+](=O)[O-])cc2C)c1 (centres undefined)	-14	-3	-18	-5	0.1	-0.2	-8	0	7
CCOc1ccc(OCC)c(NC(=O)C2CCCN(S(=O)(=O)c3ccc(C)cc3)C2)c1 (centres undefined)	9	-12	-4	-16	0.7	-1.1	-3	-3	1
Cc1ccccc1N1CCN(C2CCCN(C(=O)c3csc(C(C)C)n3)C2)CC1 (centres undefined)	-9	-7	1	-34	2.2	2.1	-5	-3	7
COc1ccccc1OCC(=O)Nc1cccc(N(C)S(C)(=O)=O)c1	18	-12	-5	-5	2.0	0.9	-3	12	17
COc1cccc(C=NN2CCCCCC2)c1OC	-14	-6	x	x	-0.2	x	-4	0	6
COc1cc2c(cc1OC)C(C)N(C(=O)c1cc3c(C)cc(C)cc3[nH]1)CC2 (centres undefined)	-24	-4	-9	-27	-0.7	-0.1	-2	-1	14
COc1cccc(NC(=O)COc2cccc(-n3cnnn3)c2)c1	18	2	-10	9	0.7	0.4	-2	5	-20
C#CCOc1c(/C=C\c2nc(O)c([N+](=O)[O-])c(=O)[nH]2)cc(Br)cc1OC	-18	0	3	2	0.1	0.5	5	1	-3
NC(=O)c1ncn([C@@H]2O[C@H](CN=C3NS(=O)(=O)c4ccccc43)[C@@H](O)[C@H]2O)n1	-13	-7	x	x	0.6	x	-1	2	13
O=C1N[C@@H](c2ccccc2)COC(=O)[C@@H](Cc2ccc(F)cc2)C/C=C\C[C@H]1CC(=O)N(CCO)Cc1ccccc1	59*	-19	-7	-21	5.3	4.0	5	31	6
O=C(CS(=O)CC(=O)Nc1ccc(Cl)cc1)NCC1OCCc2ccccc21 (centres undefined)	-11	-11	x	x	-0.1	x	0	16	-16
CN(CCOc1ccccc1)C(=O)CCc1nc2sc3c(c2c(=O)[nH]1)CCCC3	-10	1	-10	-7	0.6	1.7	-1	1	9
COc1ccc(NC(=O)c2ccc3c(=O)n(Cc4ccco4)c(=S)[nH]c3c2)c(OC)c1	4	-7	-7	-14	1.2	0.9	-2	3	17
CCN1CNC(=S)N(c2cccc(C)c2C)C1	8	-3	0	-6	0.3	0.6	-3	9	14
COc1ccc(NC(=O)c2ccc(Br)c(S(=O)(=O)N3CCOCC3)c2)cc1	37	1	-11	-1	11	9.0	-1	8	-16
Cc1ccc(NC(=O)COC(=O)C2CCC(=O)N2)c([N+](=O)[O-])c1 (centres undefined)	5	-20	-5	-7	1.2	1.0	-2	5	12
CCOc1ccc(N(C(=O)CNC(=O)c2cccs2)C(C(=O)NCC2CCCO2)c2ccc(OC)c(OC)c2)cc1 (centres undefined)	13	-9	4	-12	-0.4	0.8	-5	4	13
Cc1ccc(NC(=O)CSC2=C(C#N)C(c3ccco3)C3=C(CC(C)(C)CC3=O)N2)cc1 (centres undefined)	0	-7	-7	0	0.7	2.2	-5	13	14
O=C(c1ccc(F)cc1)c1ccc(N2CCCC2)cc1	-8	-6	-16	-12	0.4	-0.9	-5	-2	21
COc1ccccc1/C=N\Nc1ccccc1[N+](=O)[O-]	-37	-2	-2	-26	-0.3	-0.9	-2	-3	-5
COc1cccc(C2NC(=O)NC(C)=C2C(=O)Nc2cccc(C)c2C)c1 (centres undefined)	11	22	-3	-17	-0.6	0.6	1	10	-7
C[C@H](CO)N1C[C@H](C)[C@H](CN(C)C(=O)Cc2ccncc2)Oc2ncc(Br)cc2C1=O	-1	-10	x	x	0.1	x	-9	2	2
NCCOc1ccccc1Cc1ccccc1	0	-1	-1	-8	0.4	3.4	-3	5	-1
O=C(CN1CCN(c2ccccc2)CC1)NC(=O)NCc1ccco1	-7	-6	-6	-4	0.4	-0.1	-4	-1	19
Cc1cccc(NC(=O)CSc2ccc(-c3ccccn3)nn2)c1C	-16	1	-6	-12	0.3	0.2	-4	6	-17
Cc1ccc(NS(=O)(=O)c2ccc(-n3cccn3)cc2)c(Cl)c1	-8	-2	x	x	2.1	x	-1	2	-10
O=c1cc(CCl)nc(Cc2c(Cl)cccc2Cl)[nH]1	-21	3	0	5	0.3	0.9	-5	2	-20
Cc1ccsc1C(=O)N1CCN(c2ncccn2)CC1	1	-5	1	-2	0.0	-0.1	0	1	-9
CC(=O)Nc1cccc(NC(=O)COc2nncc3ccccc23)c1	-22	2	-5	-12	0.5	1.2	-2	3	18
O=C(CCN1CCN(S(=O)(=O)c2ccc(Cl)cc2)CC1)Nc1ccc(F)cc1	3	-3	-12	-10	2.3	6.2	0	2	-10
O=C1C(=O)N(CCO)C(c2cccc(F)c2)/C1=C(\O)c1ccc(Cl)cc1 (centres undefined)	-8	-4	-7	-1	0.2	1.5	-2	17	0
CN(Cc1ccon1)C(=O)CC1C(=O)NCCN1Cc1cccc(Oc2ccccc2)c1 (centres undefined)	-11	4	-6	-14	0.6	0.9	-2	1	-6
COc1ccc(Br)cc1CNCCSc1nnnn1C	18	-1	-5	-11	0.2	0.2	-7	-1	-3
COc1ccc([N+](=O)[O-])cc1NC(=O)C(C)NNC(=O)c1cccc([N+](=O)[O-])c1 (centres undefined)	0	-15	1	-10	1.1	3.0	-6	4	-14
N#Cc1ccsc1NC(=O)CCN1CCN(C(c2ccccc2)c2ccccc2)CC1	-1	-26	-8	-24	0.0	-0.5	-11	-5	3
COc1cc(SC)ccc1C(=O)Nc1ccc2c(c1)OCO2	-8	-12	x	x	-0.4	x	-3	7	22
C=C1CCN(c2ccc(C(=O)NCc3ccc(C)cc3)cc2[N+](=O)[O-])CC1	17	-8	-10	-16	0.2	0.0	-6	4	12
Cc1ccc(/C=C/C(=O)N2CCN(c3ccc(F)cc3)CC2)o1	-5	6	-4	-22	-0.2	-0.5	-7	4	0
CC1(c2cc(F)ccc2F)NC(=O)N(CC(=O)Nc2cccc(S(=O)(=O)N3CCCC3)c2)C1=O (centres undefined)	-7	-13	-3	-26	0.3	0.0	-5	4	-7
CCC(=O)NCCc1nc2ccccc2[nH]1	-9	-22	-3	1	0.7	0.1	-2	12	19
O=C(NCCc1ccccc1Cl)C1CCC(=O)N(Cc2cccc(C(F)(F)F)c2)C1 (centres undefined)	-3	-10	-3	-20	1.5	0.6	-4	4	17
CCOc1ccc(-n2ccnc2SCC(=O)Nc2nnc(C)s2)cc1	1	15	0	-9	-0.1	1.6	-3	2	-8
Cc1cc(C(=O)COC(=O)c2cccnc2Cl)c(C)n1C	-7	-19	-6	5	0.6	0.2	-2	1	18
COc1cc(OC)cc(-c2c(C#Cc3ccsc3)c3cc(-c4ccc(OC)cc4F)ccc3n2C)c1	10	6	-3	-8	0.2	3.4	-1	8	-22
Cc1ccc(S(=O)(=O)NCCc2c[nH]c3ccccc23)cc1	1	10	-8	5	1.5	5.4	-1	11	0

Reformatted as a markdown table: 3 of the compounds above.
| molecule | TAAR1 antag | CHO-K1 Ca antag | OXTR potentiate | CHO parental Ca | M1 ag parental | V1R ag counter | M1 ag | TAAR1 agonist | CHO-K1 Ca PAM |
| --- | --- | --- | --- | --- | --- | --- | --- | --- | --- |
| C#CCOc1c(/C=C\c2nc(O)c([N+](=O)[O-])c(=O)[nH]2)cc(Br)cc1OC | -18 | 0 | 3 | 2 | 0.1 | 0.5 | 5 | 1 | -3 |
| NC(=O)c1ncn([C@@H]2O[C@H](CN=C3NS(=O)(=O)c4ccccc43)[C@@H](O)[C@H]2O)n1 | -13 | -7 | x | x | 0.6 | x | -1 | 2 | 13 |
| O=C1N[C@@H](c2ccccc2)COC(=O)[C@@H](Cc2ccc(F)cc2)C/C=C\C[C@H]1CC(=O)N(CCO)Cc1ccccc1 | 59* | -19 | -7 | -21 | 5.3 | 4.0 | 5 | 31 | 6 |

Remaining list, next part:
SMILES	TAAR1 antag	CHO-K1 Ca antag	OXTR potentiate	CHO parental Ca	M1 ag parental	V1R ag counter	M1 ag	TAAR1 agonist	CHO-K1 Ca PAM
CCOc1ccc(NC(=O)c2ccc(NS(=O)(=O)c3cccc4cccnc34)cc2)cc1	-5	-7	x	x	0.2	x	0	2	6
O=C(NCc1cccnc1)c1ccc([N+](=O)[O-])cc1	17	-19	-1	-1	1.0	1.1	-2	2	11
C=CCOc1ccc2nc(NC(=O)OC)[nH]c2c1	19	-2	-4	1	-0.2	-1.3	-6	0	4
COc1ccccc1C1SCCN1S(=O)(=O)c1cccc(C(F)(F)F)c1 (centres undefined)	9	-10	-12	-25	0.4	1.7	2	-1	15
CCc1nc2cc3sc(CC)nc3cc2s1	-39	-13	-3	-9	-0.6	-1.1	-2	-1	-7
CCN1C(=O)[C@H]2[C@@H](c3ccc(OC)cc3)N[C@]3(CCCN(Cc4cccn4C)C3=O)[C@H]2C1=O	-15	-4	x	x	0.3	x	-4	-1	6
CSc1oc(-c2ccc(F)cc2)nc1S(=O)(=O)c1ccc(F)cc1	-42	4	-2	-2	-0.1	-1.2	-4	-1	9
Cc1cccc(C(=O)N2CCc3ccccc3C2)c1[N+](=O)[O-]	-4	0	3	1	0.6	0.2	-12	5	17
O=C(NNC(=O)c1csc(-c2ccccc2)n1)c1ccccc1	-32	-8	x	x	0.2	x	-4	4	10
COCC(O)Cn1ccnc1[N+](=O)[O-] (centres undefined)	9	0	x	x	0.3	x	2	1	11
CC1CCCCN1Cc1ccc(N)cc1 (centres undefined)	-3	-7	-5	-3	0.5	0.3	-4	7	15
COc1ccc(NC(=O)C2CCCN(C(=O)Nc3ccc(F)cc3)C2)cc1 (centres undefined)	6	-16	-2	-20	0.1	0.1	-2	-2	19
COc1ccc(C2=NN(Cc3c(F)cccc3Cl)C(=O)CC2)cc1	-23	-10	-4	-19	1.4	-0.6	-5	5	13
CSc1ccccc1NC(=O)c1cc2ncc(Br)cn2n1	-14	-6	2	-5	-0.3	0.6	-3	-1	11
Cn1c(=O)[nH]c2c(Cl)nccc21	-12	-18	-3	17	0.8	-0.5	-4	2	24
CCC(C)[C@H]1CNC(=S)N1CCc1cccc2ccccc12 (some centres undefined)	-3	-26	-10	-21	0.6	-0.2	-3	5	16
CC(=O)N1C(C(=O)O)Cc2c([nH]c3ccccc23)C1C (centres undefined)	0	-6	x	x	0.0	x	-2	6	-5
CC(C)COC(=O)c1cc(-c2ccc(/C=N/n3cnnc3)o2)ccc1Cl	18	-4	3	-12	0.3	-0.1	-1	10	-5
